QS inhibitor: S. aureus quorum sensing inhibition; inhibition, % at 2 µM; S. aureus RN6390 RNAIII-GFP reporter, AIP-induced, flow cytometry 3 h; 24,000 tested, 0.3% active;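 active = share of bacteria positive for the green fluorescent reporter and its mean brightness both inhibited by 50% or more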;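 also: 0% = AIP-stimulated control and 100% = unstimulated bacteria without AIP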
QS inhibitor GFP MFI %: second read-out of QS inhibitor, no call of its own (marks repeat the call); inhibition, %; measured here: inhibition of GFP MFI
* hit, by the source's call.

SMILES | QS inhibitor | QS inhibitor GFP MFI %
Cc1nc2cc(-c3cccc(F)c3)nn2c(C)c1CCC(=O)NC(C)CCc1ccco1 (stereo not given) | 15 | 35
COc1cc(NC(=O)c2noc3c2CCC3)c(OC)cc1Cl | -1 | 8
Clc1cccc2sc(N3CCN(c4ccccc4)CC3)nc12 | 0 | 0
COc1ccc(OC)c(NC(=O)CCNS(=O)(=O)c2cccs2)c1 | 1 | 12
O=C(NCc1cccs1)C(NS(=O)(=O)c1cccc2nsnc12)c1ccccc1 (stereo not given) | -1 | -1
Cn1cc(C2NC(=O)c3c(sc4c3CCCC4)N2)c2ccccc21 (stereo not given) | 0 | 10
CC1=C(C(=O)Nc2ccccc2)C(c2ccco2)C(C#N)=C(SCC(=O)Nc2cccc(C)c2C)N1 (stereo not given) | 38 | 76
O=C(CC1Nc2ccccc2NC1=O)NCCCN1CCCCCC1 (stereo not given) | 0 | 7
COC(=O)c1cc2sccc2n1CC(=O)N1CCCc2ccccc21 | 2 | 36
O=C(O)c1ccc2c(c1)ncn2C1CCCCCC1 | -6 | -19
Cn1c(CSc2nc3ccccc3s2)nnc1SCC(=O)NCCN1CCOCC1 | 0 | -2
CC(c1ccccc1)C(CC(=O)O)C(=O)NC1CCCCC1 (stereo not given) | 0 | -2
COC(=O)C1C(=O)c2c([nH]c(C(=O)OCCOC(C)C)c2C)CC1C (stereo not given) | -2 | -14
CC(C)Oc1ccc(C2C(C(=O)c3ccco3)=C(O)C(=O)N2CCCN(C)C)cc1 (stereo not given) | 1 | 10
CCN(CCCNC(=O)C1CCC(=O)N1Cc1ccc(F)cc1)c1cccc(C)c1 (stereo not given) | -1 | 0
Cc1c(CNCc2cccs2)c(C(=O)O)c(C)n1Cc1ccccc1 | -3 | -7
CCCCCCCC(=O)OCC(=O)[C@@]1(O)CC[C@H]2[C@@H]3CCC4=CC(=O)CC[C@]4(C)[C@H]3[C@@H](O)C[C@@]21C | 2 | 4
CC1CN(C(=O)c2cc3cc(Cl)cc(Cl)c3oc2=O)CC(C)O1 (stereo not given) | 2 | 10
COc1ccc(-c2ccc(-c3nnn(CC(C)=O)n3)cc2)cc1 | 1 | -1
CCOC(=O)c1ccc(NS(=O)(=O)c2ccc(SC)cc2)cc1 | 1 | 3
CCNc1nc(NC(C)C)nc(N(C#N)CCOc2ccc(Cl)cc2Cl)n1 | -1 | -15
O=C(C1CC1)N1CCc2cc(S(=O)(=O)N(CCO)Cc3ccccc3)ccc21 | 3 | 17
O=C(O)c1cc2c(s1)CCCC2 | 0 | 3
CCOC(=O)N1CCC(NC(=O)c2ccc3c(c2)sc2nc(-c4ccccc4)cn23)CC1 | -1 | -14
O=c1[nH]c2sc3c(c2c2nncn12)CCCC3 | 0 | 0
COC(=O)Cn1c(CCS(=O)(=O)c2ccc(C)c(C)c2)nc2ccccc21 | 6 | 19
OC(CN1CCCCC1)Cn1c(C(F)(F)F)nc2ccccc21 (stereo not given) | 0 | 20
COc1cccc(-c2cc(C(=O)N3CCc4ccccc4C3)no2)c1 | 4 | -20
CN1CC[n+]2cnc3ccccc3c21 | 0 | 1
COc1ccc(C(=O)Nc2cc(Cl)ccc2Cl)c(OC)n1 | -1 | -13
CCOC(=O)c1cc(C)sc1N1C(=O)C2C3C=CC(C3)C2C1=O (stereo not given) | 1 | 12
COc1ccc(N2C(=O)C3CCCN3C2c2cccc(C)c2)cc1 (stereo not given) | -4 | -12
CCOCCCNS(=O)(=O)c1cc(Br)cc2c1N(C(=O)C1CC1)CC2 | -3 | -6
COc1cccc2sc(=NC(=O)c3ccc(S(=O)(=O)N4CCOCC4)cc3)n(C)c12 | -1 | -14
CCC(C)NC(=O)C1c2ccccc2C(=O)N1Cc1ccccc1OC (stereo not given) | 1 | 9
COc1cccc(N2C(=O)Nc3ccccc3C2(O)C(=O)NCc2ccc3c(c2)OCO3)c1 (stereo not given) | -2 | 2
CO[C@@]1(NC(=O)CSCC#N)C(=O)N2C(C(=O)O)=C(CSc3nnnn3C)CS[C@@H]21 | -2 | 0
CCCc1cc(=O)[nH]c(Nc2ccc(OC)c(Cl)c2)n1 | 2 | 9
COc1ccc(NC(=O)CN2CCN(CC(=O)Nc3cc(OC)cc(OC)c3)CC2)cc1 | 4 | 24
CCN(CCCNC(=O)c1c(C)cc(=O)oc1C)c1ccccc1 | 0 | -5
O=C(COc1nnnc2ccccc12)N1CCCc2ccccc21 | 0 | 0
O=C1NCCCC1C(=O)Nc1cccc(C(F)(F)F)c1 (stereo not given) | 12 | 26
COC(=O)C1=CN(C)C=C(C(=O)OC)C1c1ccc(O)c(OC)c1 | 0 | -13
CN(CC(O)COc1ccc(OCC(O)CN(C)C2CCCCC2)cc1)C1CCCCC1 (stereo not given) | -4 | -10
O=C(CCN1C(=O)COc2ccccc21)NCCN1CCN(c2ccccc2F)CC1 | 9 | 15
CCOC(=O)N1CCN(C(=O)CSc2nnc(-c3ccc(Cl)s3)o2)CC1 | -2 | -4
COc1cccc(C2Nc3ccccc3C(=O)N2O)c1O (stereo not given) | 5 | 10
O=C(NCc1cccs1)c1noc2c1CCCCC2 | -3 | -18
CCOC(=O)Cc1csc(NC(=O)CN(C)S(=O)(=O)c2cccc3cccnc23)n1 | 5 | 9
CCOC(=O)N1CCN(c2c(NCc3ccccn3)c(=O)c2=O)CC1 | -2 | 0
CCOC(=O)c1ccc(NC(=O)CCNc2c(N3CCCC3)c(=O)c2=O)cc1 | 3 | 22
CCN1C(=O)/C(=C/N(C)c2ccccc2)OC1=S | -3 | -70
Cc1cc(C(=O)NCc2ccccc2)no1 | -2 | 8
O=C(Nc1ccccc1C(=O)N1CCCCC1)c1cccc(S(=O)(=O)N2CCOCC2)c1 | -5 | -8
COc1ccc(-n2ccnc2SCC(=O)NCc2ccc3c(c2)OCO3)cc1 | 6 | 13
CC(NC(=O)OC(C)(C)C)C(=O)N1CCCC1C(=O)NC(Cc1ccccc1)C(N)=O (stereo not given) | 0 | 3
COC(=O)Nc1ccc2c(c1)ncn2C1CCCCC1 | -1 | -5
CCOc1cc(NC(=O)c2ccco2)c(OCC)cc1NC(=O)CCC(=O)NCc1cccnc1 | 0 | 7
CCOC(=O)C(C(=O)OCC)C(CC(=O)C1CC1)c1ccccc1 (stereo not given) | 0 | 2
O=c1c2ccccc2n(Cc2cccc(F)c2)c(=O)n1C1CCCC1 | 1 | 15

The list goes on.
SMILES | QS inhibitor | QS inhibitor GFP MFI %
CCC(C(=O)N1CCc2cc(OC)c(OC)cc2C1)c1ccccc1 (stereo not given) | -1 | -3
Cn1c(C(=O)N2CCN(Cc3ccccc3)CC2)cc2c(=O)n(C)c3ccccc3c21 | -2 | -10
O=C1CCn2nc(-c3ccc(Cl)cc3)cc2N1 | -3 | -20
Cn1cnc2c1c(=O)n(Cc1cccc(Br)c1)c(=O)n2C | 1 | 8
CCOC(=O)N1CCN(C(=O)CSc2ncccn2)CC1 | -2 | 1
CC(C)c1[nH]nc2c1C(c1ccc(OC(=O)c3ccco3)cc1)C(C#N)=C(N)O2 (stereo not given) | 5 | 23
COC(=O)c1ccccc1S(=O)(=O)N(CCCN1CCOCC1)Cc1cccs1 | 2 | 22
O=C(NC1CCCC1)C1CC(=O)N(CCc2ccccc2)C1 (stereo not given) | 0 | -8
Cn1c(=O)[nH]c(=O)c2c1nc(N1CCOCC1)n2CC(O)COc1ccc2ccccc2c1 (stereo not given) | 1 | 8
O=C(c1ccc2c(c1)OCO2)N(c1ccc(F)cc1)C1C=CS(=O)(=O)C1 (stereo not given) | 1 | -14
CCOc1ccc(-n2c(SCC(N)=O)nc3c(c2=O)SCC3)cc1 | 1 | 4
CC(=O)NC(C(=O)NCC(N)=O)C(C)C (stereo not given) | -4 | -23
COc1ccc(S(=O)(=O)N2CN(Cc3ccco3)c3nc4ccccc4nc32)cc1 | -3 | -21
Cn1c(=O)c2c(nc(Br)n2CCSc2nnnn2-c2ccccc2)n(C)c1=O | 4 | 19
Cc1ccc(Cn2c(=O)c3ccccc3n3c(CCC(=O)O)nnc23)cc1 | -1 | -3
O=C(O)CC(c1ccccc1)n1cnnn1 (stereo not given) | 2 | 9
c1ccc(-c2noc(CSc3nnnn3C3CCCCC3)n2)cc1 | 2 | 2
CCOC(=O)N1CCN(CC(=O)c2ccc3c(c2)CCN3C(C)=O)CC1 | -1 | 0
CCOC(=O)N1CCN(S(=O)(=O)c2cc(Cl)c(OC)cc2Cl)CC1 | 2 | 18
Cc1ccc(CNC(=O)CCS(=O)(=O)c2ccc(Br)s2)o1 | -3 | -10
COc1cccc(NC(=O)C2C3C=CC4(O3)C2C(=O)N(C2CC2)C4C(=O)NC2CCCCC2C)c1 (stereo not given) | -1 | 4
CCOC(=O)N1CCN(C(=O)Cn2ncc3c2-c2ccccc2OC3)CC1 | -2 | -14
COC(=O)c1c(NC(=O)C2CC=CCC2C(=O)O)sc(C(N)=O)c1C (stereo not given) | 0 | -6
COC(=O)c1sc2ccccc2c1C(=O)OC | -1 | -8
O=C1C2CCCN2C(c2ccccc2)N1c1cccc(Cl)c1 (stereo not given) | 7 | 15
CC1CCCC(NC(=O)c2ccc(CNc3c(N4CCCC4)c(=O)c3=O)cc2)C1C (stereo not given) | 0 | 7
CC1CC(C)CN(CCCNC(=O)C2CCN(S(=O)(=O)N3CCCCC3)CC2)C1 (stereo not given) | 0 | 6
CCCc1cc(C(=O)N2CCN(C(c3ccccc3)c3ccccc3)CC2)no1 | 6 | 20
O=C(CCN1C(=O)COc2ccccc21)NCCN1CCN(c2cccc(Cl)c2)CC1 | 21 | 32
O=c1c2cc(N3CCOCC3)ccc2[nH]c(=S)n1Cc1ccco1 | -10 | -10
Cc1noc(C)c1S(=O)(=O)Nc1ccc(C(=O)O)cc1 | -1 | -47
COc1ccc(C2C(C(=O)N3CCCCC3)c3ccccc3C(=O)N2C)cc1 (stereo not given) | -5 | -4
COC(=O)c1cc(NS(=O)(=O)c2ccc3c(c2)CCC(=O)N3)cc(C(=O)OC)c1 | -3 | 7
C=CCn1c(SCC(=O)NC23CC4CC(CC(C4)C2)C3)nc(O)cc1=O | -4 | -14
COc1ccc(C2OC(=O)CC2C(=O)NC2CCCCCC2)cc1OC (stereo not given) | 2 | 8
Cn1c(=O)[nH]c(=O)c2c1nc(CN1CCN(c3cccc(Cl)c3)CC1)n2CCN1CCOCC1 | -14 | -25

High-throughput results as filed in PubChem BioAssay.

Not all compounds are listed. The share of hits here may be higher or lower than overall.
